Source: PubChem BioAssay (The Scripps Research Institute Molecular Screening Center)
OXTR potentiate: human OXTR potentiators, primary screen, fluorescence, CHO-OTR cells, Fluo-8 calcium | Oxytocin receptor (Homo sapiens), P30559 | Fluo-8 calcium fluorescence, potentiator mode; 0% = oxytocin EC15, 100% = EC100 | activation, % at 3 µM | 320,000 tested, 0.061% active;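 active = activation above that plate's cutoff, the mean activation of tested compounds plus 3 SD, cut at about 6.6% in these data, passing the limit was not always enough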;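 note: 100% uses oxytocin at 75 nM as the full agonist control; some results filed as inactive read as strong as hits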
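test system = CHO-OTR cells, human receptor | compound = single-point 3.0 µM | schedule = 6 min compound pre-incubation at room temperature, 100 s kinetic read | signal = Fluo-8 no-wash calcium dye fluorescence, excitation 470-495 nm, emission 515-575 nm | repeats = single well per compound, singlicate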
TAAR1 agonist: human TAAR1 agonists, primary screen, Fluo-8 calcium fluorescence, CHO RD-HGA16 cells; activation, % at 3 µM; AID 624467, 2012; 360,000 tested, 0.99% active; Trace amine-associated receptor 1 (Homo sapiens), Q96RJ0; vehicle wells 0%, saturating PEA agonist 100%;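 active = activation above the mean activation of all test compounds in the run plus 3 SD, cut at about 38% in these data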
Target sequence (Q96RJ0 whole entry, looked up): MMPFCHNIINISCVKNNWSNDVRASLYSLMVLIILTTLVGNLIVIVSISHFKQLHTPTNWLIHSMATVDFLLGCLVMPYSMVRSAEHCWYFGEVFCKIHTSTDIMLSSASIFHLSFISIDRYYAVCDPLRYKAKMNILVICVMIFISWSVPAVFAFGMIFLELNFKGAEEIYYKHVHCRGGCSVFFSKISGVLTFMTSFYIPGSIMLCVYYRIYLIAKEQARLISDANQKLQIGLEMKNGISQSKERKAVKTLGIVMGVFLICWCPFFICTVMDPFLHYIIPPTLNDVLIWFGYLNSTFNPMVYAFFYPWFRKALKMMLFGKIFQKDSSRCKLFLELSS
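System: CHO-derived RD-HGA16 cells with stable Gα16 and human TAAR1. Times: 17-24 h plating, Fluo-8 75 min 37 °C, 30 min RT. Measured by: calcium-sensitive Fluo-8 signal, excitation 470-495, emission 515-575 nm. Read-out basis: % activation relative to PEA EC100 response. Control set: DMSO and PEA EC100. Repeats: no replicates (n 1).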
CHO-K1 Ca antag: counter-screen for M1 antagonists: effect in parental CHO-K1 cells. ATP-induced calcium, Fluo-8 fluorescence. inhibition, % at 3 µM. 360,000 tested, 0.6% active;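 active = inhibition above a per-plate cutoff, the plate's mean sample inhibition plus 3 SD, cut at about 24% in these data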;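 note: 0% = DMSO plus EC80 ATP and 100% = DMSO alone without ATP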
M1 ag: human M1 muscarinic receptor agonists, primary screen, Fluo-8 calcium fluorescence, CHO-K1 cells, HTS. Muscarinic acetylcholine receptor M1 (Homo sapiens), P11229. CHO-K1 hM1, agonist mode; 0% DMSO, 100% acetylcholine EC100. activation, % at 3 µM. 360,000 tested, 0.33% active. AID 588814, 2011;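 active = activation above the run's mean compound activation plus 3 SD, cut at about 16% in these data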;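 note: peak over basal fluorescence ratio within a 140 s kinetic read after compound addition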
CHO parental Ca: ATP-evoked calcium signal inhibitors, parental CHO, primary screen, counter-screen for OX1R antagonist project, cell-based, fluorescence, Fluo-8 calcium dye | inhibition, % at 5.6 µM | 330,000 tested, 0.63% active | AID 463079, 2010 | parental CHO-K1, ATP-induced calcium, Fluo-8 fluorescence;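 active = inhibition above that plate's mean sample inhibition plus 3 SD, cut at about 26% in these data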;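 note: 0% = ATP-challenged DMSO wells and 100% = DMSO wells without ATP; some compounds past the cut are filed as inactive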
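test system = CHO parental line | reagent = ATP stimulus | measured by = intracellular calcium via Fluo-8 no-wash fluorescent dye | control set = ATP and no-ATP DMSO wells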
TAAR1 antag: human TAAR1 antagonists, primary screen, Fluo-8 calcium fluorescence, CHO RD-HGA16 cells. AID 624466, 2012. Trace amine-associated receptor 1 (Homo sapiens), Q96RJ0. 360,000 tested, 1.5% active. antagonist. inhibition, % at 3 µM;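 active = inhibition above a per-plate cutoff, the mean inhibition of test compounds on that plate plus 3 SD, cut at about 49% in these data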;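 note: 0% = DMSO plus EC80 beta-PEA response and 100% = DMSO alone without agonist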
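System: RD-HGA16 CHO cells with stable hTAAR1 and Gα16 | Probe or stimulus: EC80 β-phenethylamine stimulus | Dosing: 3 µM, single point | Times: Dye loading 75 min at 37 °C, then 30 min room temperature | Measured by: Fluo-8 calcium-sensitive fluorescence | Read-out basis: % inhibition of agonist calcium response | Replicates: n of 1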
M1 ag parental: counter-screen for M1 agonists: effect in parental CHO-K1 cells | Fluo-8 calcium fluorescence; scaled to maximal ATP response, vehicle zero | activation, % at 3 µM | 360,000 tested, 0.48% active | AID 602248, 2012; in the data active = activation above about 15%;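 note: untransfected CHO-K1 host cells lacking M1 receptor as counterscreen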
CHO-K1 Ca PAM: nonselective calcium activators in parental CHO-K1 cells, primary screen, counter-screen for M1 PAM project, cell-based, Fluo-8 calcium fluorescence, full deck, 1536-well. ATP EC20; 0% at ATP EC20, 100% at ATP max. activation, % at 3 µM. 360,000 tested, 0.02% active;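 active = activation above the run cutoff, the mean activation of all test compounds plus 3 SD, cut at about 40% in these data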;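 note: peak over basal fluorescence ratio in a 140 s read after ATP addition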
V1R ag counter: agonists of human V1a receptor, primary screen, counter-screen for OXTR agonist project, fluorescence, CHO-V1R cells; Vasopressin V1a receptor (Homo sapiens), P37288; Fluo-8 calcium fluorescence, agonist mode; 0% DMSO, 100% 3 nM vasopressin; activation, % at 3 µM; 320,000 tested, 0.25% active;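 active = activation above the mean activation of all tested compounds plus 3 SD, per screening run, cut at about 20% in these data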;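 note: signal is peak over basal fluorescence ratio across a 100 second FLIPR read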
Target sequence (P37288 whole entry, looked up): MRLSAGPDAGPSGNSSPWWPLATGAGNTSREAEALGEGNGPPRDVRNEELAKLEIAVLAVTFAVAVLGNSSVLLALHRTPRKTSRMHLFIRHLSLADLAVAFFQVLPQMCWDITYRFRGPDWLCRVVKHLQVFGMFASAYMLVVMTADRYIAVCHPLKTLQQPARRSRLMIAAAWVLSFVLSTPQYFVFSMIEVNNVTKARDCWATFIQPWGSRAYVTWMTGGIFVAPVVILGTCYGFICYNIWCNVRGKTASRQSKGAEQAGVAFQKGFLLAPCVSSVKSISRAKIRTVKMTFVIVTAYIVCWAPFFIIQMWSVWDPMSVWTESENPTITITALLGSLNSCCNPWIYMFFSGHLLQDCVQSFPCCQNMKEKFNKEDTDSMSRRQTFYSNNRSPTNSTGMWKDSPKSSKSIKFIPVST
The depositor's hits bear a star; . = no result given.

Second line of a record – OXTR potentiate, TAAR1 agonist, CHO-K1 Ca antag, M1 ag, CHO parental Ca, TAAR1 antag, M1 ag parental, CHO-K1 Ca PAM, V1R ag counter
Cc1cc(C)cc(N(C(C)C(=O)Nc2c(C)n(C)n(-c3ccccc3)c2=O)S(C)(=O)=O)c1 (configuration not stated)
→ -2, 2, -7, 1, -2, -4, -0.1, 13, 0.5
O=C(Cn1nc(C(F)(F)F)c2c1CCC2)NCc1ccc(Cl)cc1
→ -11, 0, 1, -3, -18, -14, 1.9, 9, 0.4
CCCCC(CC)CNC(=O)C1CCCN(S(=O)(=O)c2cnc[nH]2)C1 (configuration not stated)
→ 1, -1, -18, -5, 8, 1, 0.3, 29, -0.5
CCc1cc(=O)oc2cc(C)cc(OCC(=O)NC3CC3)c12
→ -1, 2, -15, 0, -6, -26, -0.2, 16, -0.2
Cc1ccsc1/C=N/n1c(-c2ccncc2)n[nH]c1=S
→ -5, -1, -4, -4, -2, 0, 0.1, 8, 2.6
Cc1ccc(NC(=O)[C@@H]2CCCN2C(=O)[C@@H]2Cc3ccccc3CN2)c(C)c1
→ -1, 4, -4, -5, -17, -27, -0.1, 10, -0.3
O=C(Nc1ccc(Cl)cc1)N1CCN(c2ncccn2)CC1
→ 1, 3, -1, -6, 5, 1, 1.6, -6, 0.6
Cc1csc(NC(=O)CSCC(=O)Nc2ccccc2)n1
→ -17, 1, 3, 5, -2, 6, 1.8, 6, 1.5
COc1cccc(/C=N/N2CCN(C)CC2)c1
→ 1, 4, 6, -5, -9, -7, -0.8, -2, -0.1
CC1CN(S(=O)(=O)c2cccc(C(=O)Nc3ccc(N4CCCCC4)cc3)c2)CC(C)O1 (configuration not stated)
→ ., 4, -5, -2, ., -27, 0.5, 12, .
Cc1cc(NC(=O)CSc2nc(-c3ccc(Cl)cc3)cs2)no1
→ -15, 27, 10, -4, 9, 16, 0.0, 3, 0.5
CC(Cc1ccc(Cl)cc1)N1CCC(n2nccc2NC(=O)C2CCCC2)CC1 (configuration not stated)
→ -5, 8, -3, -6, -34, -8, 1.9, -13, 2.5
N#CNC(N)=Nc1cccc(Cl)c1
→ -9, 27, -8, 1, -28, -9, 0.4, 18, 0.4
O=C1[C@H]2[C@@H](c3ccc(Cl)cc3)N3C(=O)N(c4cccc(Cl)c4)C(=O)[C@@]3(Cc3ccc(Cl)cc3)[C@H]2C(=O)N1C1CCCCC1
→ -8, 7, -14, -3, -20, 15, 0.1, 17, -0.5
COc1ccccc1NC(=O)CCc1c(C)nc2c(-c3ccc(F)cc3)c(C)nn2c1C
→ -5, -2, -5, -4, -24, -29, -0.4, 2, -1.3
O=[N+]([O-])c1cc(/C=N/Nc2nc(N3CCOCC3)nc(N3CCOCC3)n2)ccc1Cl
→ -13, 10, 12, -3, -5, 2, -0.3, -10, -0.6
CCOC(=O)CCCCC(=O)c1[nH]c(=O)[nH]c1CSc1nnc2c3ccccc3n(C(C)C)c2n1
→ 5, -2, -11, -8, -47, 1, 0.8, 22, 0.5
CC(=O)Nc1ccccc1OCC(=O)c1cc(C)n(Cc2cccs2)c1C
→ -27, 24, 23, 1, 48*, 32, 8.8, 2, 13
CCCCn1c(N)c(N(CC)C(=O)C2CCCC2)c(=O)[nH]c1=O
→ -3, 2, -12, -4, 2, -10, 0.9, 24, 0.9
CC(C)CC1NC(=O)c2cc(Cl)ccc2-n2c1nc1ccc(F)cc1c2=O (configuration not stated)
→ 6, 12, ., ., -10, 11, ., ., -1.4
Cc1cc(C)n(-c2c(F)c(F)c(CN3CCCCC3)c(F)c2F)n1
→ -1, 4, -17, -4, -14, 5, 0.2, 21, 0.8
CC(C)C(C(=O)Nc1nccs1)N1C(=O)c2ccccc2C1=O (configuration not stated)
→ -4, 11, 11, -5, -13, 0, 0.4, 13, 1.9
O=C(COc1ccccc1)NCC(c1ccco1)N1CCN(c2ccc(F)cc2)CC1 (configuration not stated)
→ -5, 2, -8, 1, -26, -21, 0.9, 7, -1.9
Cc1ccc(S(=O)(=O)NCCC(=O)NCCOc2ccccc2)cc1
→ ., 3, -9, -4, ., -28, 1.8, 14, .
O=C(CCN1C(=O)/C(=C/c2ccc(F)cc2)SC1=S)NNC(=O)c1cccnc1
→ -14, 10, 0, -2, -2, 39, 9.6, 18, 4.0
CC1(C)CC2CC(C)(CN2C(=O)c2cc(-c3ccc(F)cc3)on2)C1 (configuration not stated)
→ -10, 6, -14, -1, -26, -11, 0.3, 9, -0.2
Oc1ccc(CCc2ccccn2)cc1
→ ., 4, 8, -3, ., -10, 0.8, 26, .
CC12CC3CC(C)(C1)CC(C(=O)NC1=NCCS1)(C3)C2
→ 6, 12, 1, -6, -8, 13, 0.2, 10, -1.1
O=S(=O)(c1ccc2c(c1)OCCO2)N1CCN(c2cccc(Cl)c2)CC1
→ -11, 10, 3, -4, 1, -7, 0.1, 1, 1.7
O=C1c2[nH]c3ccccc3c2CC1N1C(=O)c2ccccc2C1=O (configuration not stated)
→ ., 21, -5, 1, ., 52*, 8.3, 12, .
CCOc1ccc(-c2noc(COC)n2)cc1OC
→ -1, 5, -6, -4, -10, -9, -0.1, 12, 0.7
O=C(CCCN1C(=O)/C(=C\c2cccs2)SC1=S)Nc1cccc(C(=O)O)c1
→ -12, 6, -16, 0, -8, 5, -0.1, 27, 0.1
CCOC(=O)C1=C(COC(=O)CNC(=O)c2cc(OC)c(OC)c(OC)c2)NC(=O)NC1C (configuration not stated)
→ -5, 1, 9, 0, -11, -12, -0.2, 13, 0.1
COCCNC(=O)NC(=O)COC(=O)C12CC3CC(CC(NC(C)=O)(C3)C1)C2
→ -12, 7, -10, -2, 5, -1, 1.1, 23, 0.6
CCC1CCC(N2CCN(c3ccccc3F)CC2)CC1 (configuration not stated)
→ -2, 3, -9, -6, -22, -29, 1.3, 14, -0.2
C(=N\N=C\c1cccs1)/c1cccs1
→ -2, 11, -19, -3, 9, -8, 0.1, 27, -0.5
COCCn1c(C)cc(/C=C2/NC(=O)N(c3cccc(Cl)c3)C2=O)c1C
→ -15, 0, -4, -6, -7, -5, 0.9, 18, 0.0
O=C(COC(=O)CC1CCCC1)Nc1ccc(Br)cc1F
→ 6, 0, 0, -3, -10, -22, -0.4, 6, -1.1
CC(C)C(=O)Nc1cccc(C(=O)N2CCCCC2C)c1 (configuration not stated)
→ -9, 2, -5, -2, -12, 13, -0.3, 6, 0.5
CCc1ccccc1NC(=O)Cn1nnc(-c2cccs2)n1
→ -8, 3, -10, -4, -14, -12, 0.4, -10, 0.4
CN(c1ccccc1)S(=O)(=O)c1ccc(NC(=O)C2CC2)cc1
→ -7, 7, -7, -1, 14, -1, 1.6, -1, 3.5
N#Cc1ccc(Cl)cc1NC(=O)CN1C(=O)C(=O)N(CCC2=CCCCC2)C1=O
→ ., 0, -11, 1, ., 3, 0.6, 12, .
O=C(Nc1cc(C(=O)N2CCOCC2)cc(C(=O)N2CCOCC2)c1)c1cc(F)c(F)cc1Cl
→ -8, 7, -3, -2, -7, 0, 0.0, 8, 0.7
O=C(CCn1cnnn1)Nc1ccc(F)cc1
→ -5, 3, 9, -4, -3, -4, 0.0, -7, 0.2
Cc1ccc2nc(NC(=O)c3ccc(Cl)s3)sc2c1
→ -5, 0, -9, -4, -10, -21, 0.4, 9, 0.4
C=CC[C@H](CC(=O)N[C@H](CO)Cc1ccccc1)C(=O)N[C@H](COC(=O)[C@@H](CC=C)Cc1ccc(F)cc1)Cc1c[nH]c2ccccc12
→ ., ., -8, 0, ., ., 0.9, 12, .
COCCCN1C(=O)C(=O)/C(=C(/O)c2ccccc2)C1c1ccc2c(c1)OCO2 (configuration not stated)
→ 3, 6, -8, -5, -8, -28, 0.0, -2, -0.2
CCCc1nn2c(-c3ccccc3)nnc2o1
→ ., -1, -1, -6, ., 4, 0.2, 26, .
CC(C(=O)N1CCN(Cc2ccc3c(c2)OCO3)CC1)c1ccc([N+](=O)[O-])cc1 (configuration not stated)
→ -12, 12, -3, -8, -20, 0, 2.2, 6, 8.7
O=S1(=O)N[C@@H](Cc2ccccc2)COc2cc(N3CCC[C@H]3CO)ccc21
→ ., 3, 0, ., ., 10, 3.2, 2, .
CCCc1cc(C(=O)N2CCN(S(=O)(=O)c3ccc(OC)c(OC)c3)CC2)cs1
→ -7, 1, -7, -5, -10, 32, 1.5, 2, 3.8
COc1cc(S(=O)(=O)N(Cc2ccc(C)cc2)Cc2ccco2)ccc1-n1cnnn1
→ -10, 0, -4, -6, -13, 19, 0.4, 1, 1.4
CCCOc1ccc(Br)cc1/C=N/NC(=O)c1cc(OC)c(OC)c(OC)c1
→ -3, 3, -22, -3, -15, -2, 0.3, 28, -0.3
